# Screening results from PubChem BioAssay.
# NTMT1 inh: NTMT1 methyltransferase inhibition | NTMT1 MTase-Glo SAH luminescence, purified enzyme | 59,000 tested, 2.5% active | Q9BV86 | Potency, µM (doses to about 114 µM), for the others: top-dose activity change, negative = inhibition, usual class: inhibitors | AID 1645870;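 also: potency is read from the fitted curve at half-maximal effect; plate controls were DMSO vehicle for no effect and no enzyme for full effect; nearly all actives have a fitted effect of over 65% in size; many of its hits are not listed in these tables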
# p53null 39C tox: p53 null cell cytotoxicity, nonpermissive temperature; H1299 p53-null (neo) cells, 39C, ATPlite viability, 24 h; Potency, µM (titrated, usually from 46.1 µM), without a hit: top-dose activity, negative = cell killing, hits mostly cytotoxic; 55,000 tested, 0.97% active; AID 904;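 also: potency is read from the fitted curve at half-maximal effect; 0% = DMSO only and -100% = full killing by 100 µM tamoxifen; nearly all actives have a fitted effect of over 50% in size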
#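 Luminescent ATP signal reported cell survival after H1299 lines (neo, p53 null; or p53 A138V) received up to 46 uM compound and 24 hr incubation at 39C.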
# FH mod: Identification of activators of human fumarate hydratase by quantitative high-throughput screening; Potency, µM (titrated, usually from 79.9 µM), inactives show at the top dose activity change, negative = inhibition, actives largely listed as inhibitors; Fumarate hydratase, mitochondrial (Homo sapiens), P07954; 54,000 tested, 0.22% active; AID 1347055, 2019; FH coupled MDH/diaphorase resazurin fluorescence, 15 min; also: potency is read from the fitted curve at half-maximal effect; % is scaled to controls: 0 for no effect and ±100 for the full control effect; the screen sought activators but most active calls are inhibition curves; nearly all actives have a fitted effect of over 45% in size
# Target sequence (P07954 whole entry, looked up): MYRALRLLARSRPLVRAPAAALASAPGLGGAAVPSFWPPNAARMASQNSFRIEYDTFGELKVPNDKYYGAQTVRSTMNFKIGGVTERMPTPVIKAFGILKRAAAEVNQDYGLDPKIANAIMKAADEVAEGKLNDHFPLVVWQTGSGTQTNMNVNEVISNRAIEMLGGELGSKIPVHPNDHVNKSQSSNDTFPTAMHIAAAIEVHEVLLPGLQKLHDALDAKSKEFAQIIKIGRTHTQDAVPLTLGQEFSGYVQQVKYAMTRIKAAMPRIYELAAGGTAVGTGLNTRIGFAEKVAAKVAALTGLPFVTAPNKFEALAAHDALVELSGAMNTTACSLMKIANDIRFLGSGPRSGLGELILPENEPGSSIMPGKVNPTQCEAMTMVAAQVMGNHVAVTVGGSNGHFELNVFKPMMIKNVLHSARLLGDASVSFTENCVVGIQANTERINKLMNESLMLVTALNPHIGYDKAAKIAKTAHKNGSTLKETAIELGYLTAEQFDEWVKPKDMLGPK
# GALK inhibitor: inhibitors of human galactokinase (GALK); recombinant GALK, Kinase-Glo ATP luminescence, 1 h; Potency, µM (titrated, usually from 57.5 µM), for inactives: at the top dose activity, negative = inhibition, hits mostly inhibitors; 44,000 tested, under 10 active; P51570;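 also: plate controls were full GALK reaction for no effect and reaction lacking GALK for full effect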
#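 Compounds were pinned into ATP buffer, then GALK-galactose mix was added (final 5 nM enzyme, 35 uM ATP, 100 uM galactose, pH 8.0). After 1 h at room temperature, Kinase-Glo Plus was added and luminescence read.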
# TSG101-PTAP inh: inhibitors of HIV-1 PTAP binding to human TSG101, validation; Q99816; Fluorescence polarization, FITC-PTAP peptide/Tsg101, 20 min; Potency, µM (highest dose often 115 µM), without a hit: at the top dose activity change, negative = inhibition, usual class: inhibitors; 44,000 tested, under 10 active; AID 1347069; also: potency is read from the fitted curve at half-maximal effect; 0% is about no effect
# Target sequence (Q99816 whole entry, looked up): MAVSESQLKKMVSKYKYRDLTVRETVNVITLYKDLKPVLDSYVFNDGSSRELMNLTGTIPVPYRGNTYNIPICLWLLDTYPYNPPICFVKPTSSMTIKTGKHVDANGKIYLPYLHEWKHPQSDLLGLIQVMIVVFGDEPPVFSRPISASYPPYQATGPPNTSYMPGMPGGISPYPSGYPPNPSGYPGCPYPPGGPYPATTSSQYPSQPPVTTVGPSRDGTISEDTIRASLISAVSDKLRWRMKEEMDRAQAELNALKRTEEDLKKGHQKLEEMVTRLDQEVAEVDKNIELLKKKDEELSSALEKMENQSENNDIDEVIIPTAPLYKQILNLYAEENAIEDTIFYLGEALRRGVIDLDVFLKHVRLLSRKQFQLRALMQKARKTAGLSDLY
#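 The Tsg101 binding domain, at 10 uM final, is mixed with compound and a FITC peptide bearing the PTAP motif (50 nM final). After 20 min at r.t., polarization is measured; actives defined by CRC class, efficacy cut-off 60% inhibition.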
# p53null 32C tox: selectivity test: cytotoxicity in p53 null cells, permissive temperature; H1299-neo p53 null cells, ATP luminescence, 24 h, 32C; Potency, µM (titrated, usually from 46.1 µM), for inactives: at the top dose activity change, negative = cytotoxicity, most hits filed as cytotoxic; 55,000 tested, 0.62% active; AID 903;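 also: potency is read from the fitted curve at half-maximal effect; 0% = DMSO only and -100% = full killing by 100 µM tamoxifen; nearly all actives have a fitted effect of over 55% in size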
#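 We seeded p53-null H1299-neo cells, incubated them overnight at 37C, and added compounds across a range up to 46 uM. After 24 hours at 32C, ATP reagent was applied for 20 min at room temperature and luminescence recorded.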
# B2AR arrestin ag: ADRB2 beta-arrestin recruitment. P07550. HTLA Tango cells, beta-arrestin recruitment, luciferase luminescence, 18 h. Potency, µM (titrated, usually from 46.1 µM), inactives show at the highest dose activation, most hits filed as activators. 44,000 tested, under 10 active;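 also: potency is read from the fitted curve at half-maximal effect; 0% = DMSO and full agonism = EC100 isoproterenol or metaproterenol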
#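 Luminescence read-out: arrestin recruitment to recombinant beta2-AR releases tTA, inducing luciferase. Cells exposed 18 hr at 37 degrees C to up to 46 microM compound; %Activity from corrected signal, concentration-response curves classified by r2, magnitude and efficacy.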
# Starred values were filed as active, the others as inactive; ? = inconclusive; · = not tested or not shown; [ ] = another dose, or the depositor's remark. Calls follow the shape of the dose curve; as a rule, active = well fitted curve in the direction sought with a large enough effect; inconclusive = small, poorly fitted or top-dose-only effect, or another doubt; inactive = no such curve, though single readings can be large; an effect the other way counts as inactive or inconclusive. These rows are one share of the data; the hit share may differ from the screen's.
Molecule	NTMT1 inh	p53null 39C tox	FH mod	GALK inhibitor	TSG101-PTAP inh	p53null 32C tox	B2AR arrestin ag
Cc1ccc(NC(=O)Cn2c(=O)n(Cc3ccccc3)c(=O)c3c(C)c(C(=O)N(C)C)sc32)c(C)c1	4%	5%	-11%	2%	0%	8%	-1%
Cc1nc(N2CCCC2)ncc1C(=O)N1CCN(c2ccccc2F)CC1	4%	-1%	-3%	1%	-1%	6%	-1%
CC(C)N(C(=O)Cn1cc(S(=O)(=O)Cc2ccc(Br)cc2)c2ccccc21)C(C)C	15%	-28%	2%	4%	-5%	-9%	-1%
COc1ccc(S(=O)(=O)Nc2cccc(-c3ccc(N4CCCC4)nn3)c2)cc1F	·	?	·	5%	0%	11%	0%
CCOc1ccc(NC(=O)N(Cc2c[nH]c3ccccc23)C2CCCCC2)cc1	-3%	-24%	0%	0%	8%	-2%	1%
O=C(COc1ccccc1F)Nc1ccc(Cl)c(-c2nc3ccccc3[nH]2)c1	10%	-8%	-23%	4%	-3%	-7%	-3%
COc1cc(NC(=O)N2CCN(c3cc(-c4noc(C)n4)ccc3C)CC2)cc(OC)c1OC	4%	-18%	-15%	0%	-5%	1%	-1%
O=S1(=O)c2ccccc2N(Cc2cccc(F)c2)c2ccccc21	1%	-4%	-22%	-2%	-6%	-6%	3%
COc1ccccc1CNC(=O)CCC1N=C2c3ccccc3N=C(SCC(=O)Nc3ccc(F)cc3)N2C1=O (centres undefined)	7%	3%	-16%	1%	3%	16%	-3%
Cc1nn(CC(=O)NC(C)c2ccccc2)c(=O)c2cc3occc3n12 (centres undefined)	-2%	-3%	1%	-1%	-11%	3%	-3%
Cc1cc(-n2ccnc(NCCc3ccc(S(N)(=O)=O)cc3)c2=O)ccc1Br	-9%	3%	-3%	4%	-4%	-14%	-1%
CCN1C(=O)C2(c3ccccc31)c1c(oc3ccccc3c1=O)C(=O)N2CCOC (centres undefined)	1%	1%	-4%	0%	-2%	0%	0%
Cc1ccc(C2c3[nH]c4ccccc4c3CCN2C(=O)CCc2ccccc2)cc1 (centres undefined)	5%	16%	?	0%	1%	-3%	0%
COc1ccc(N2CCN(C(=O)CSc3n[nH]c(-c4ccccc4)n3)CC2)cc1	-14%	-2%	-5%	2%	-5%	-5%	0%
CCc1cccc(C)c1NS(=O)(=O)c1cc2[nH]c(=O)c(=O)[nH]c2cc1C	0%	-4%	-14%	6%	-3%	-1%	0%
COc1ccc(CCNCc2c(C(=O)O)c(C)n(Cc3ccccc3C)c2C)c(OC)c1	-20%	-27%	-6%	5%	1%	2%	-3%
CCc1cccc(NC(=O)Cn2ccn3nc(-c4ccc(OC)c(OC)c4)cc3c2=O)c1	6%	22%	3%	-1%	-1%	1%	0%
CCNC(=O)CC1C(=O)N(c2ccc(F)cc2)C(=O)N1CCOC (centres undefined)	-3%	2%	-3%	-1%	-1%	-5%	0%
COc1ccc(CCNC(=O)C2CCN(S(=O)(=O)c3c(C)noc3/C=C/c3ccc(C)cc3)CC2)cc1OC	-1%	-10%	0%	-1%	0%	2%	0%
CCOC(=O)COc1ccccc1C1C(C(=O)OC)=C(C)NC2=C1C(=O)c1ccccc12 (centres undefined)	·	12%	·	-2%	0%	7%	5%

# Copied from the listing for reference:
Molecule	NTMT1 inh	p53null 39C tox	FH mod	GALK inhibitor	TSG101-PTAP inh	p53null 32C tox	B2AR arrestin ag
COc1ccc(CCNC(=O)C2CCN(S(=O)(=O)c3c(C)noc3/C=C/c3ccc(C)cc3)CC2)cc1OC	-1%	-10%	0%	-1%	0%	2%	0%
CCOC(=O)COc1ccccc1C1C(C(=O)OC)=C(C)NC2=C1C(=O)c1ccccc12 (centres undefined)	·	12%	·	-2%	0%	7%	5%

# Quoted at random: 3 records from the list
Molecule	NTMT1 inh	p53null 39C tox	FH mod	GALK inhibitor	TSG101-PTAP inh	p53null 32C tox	B2AR arrestin ag
CCN1C(=O)C2(c3ccccc31)c1c(oc3ccccc3c1=O)C(=O)N2CCOC (centres undefined)	1%	1%	-4%	0%	-2%	0%	0%
Cc1ccc(C2c3[nH]c4ccccc4c3CCN2C(=O)CCc2ccccc2)cc1 (centres undefined)	5%	16%	?	0%	1%	-3%	0%
O=C(COc1ccccc1F)Nc1ccc(Cl)c(-c2nc3ccccc3[nH]2)c1	10%	-8%	-23%	4%	-3%	-7%	-3%

# Going on with the list:
Molecule	NTMT1 inh	p53null 39C tox	FH mod	GALK inhibitor	TSG101-PTAP inh	p53null 32C tox	B2AR arrestin ag
CCCCNC(=O)c1cc(-c2ccc(Cl)c(Cl)c2)on1	·	-26%	·	3%	1%	5%	0%
COCCn1ccc2c(OCC(=O)Nc3c(C)cc(C)cc3C)cccc2c1=O	16%	24%	0%	0%	-2%	-1%	-2%
COc1ccc(-n2ncc3c(NC4CCCC4)ncnc32)cc1	-24%	8%	-27%	0%	-6%	5µM*	0%
Cc1noc(C)c1S(=O)(=O)Nc1ccc(C(=O)Nc2ccc(Br)cc2)cc1	7%	18%	?	-5%	-5%	30%[activator]	0%
COc1cccc(C(=O)Nc2ccc3nc(SCCOc4ccccc4)sc3c2)c1	4%	-6%	-8%	0%	8%	-1%	-3%
CCCSc1nc(=O)c2c(n1C)NC(=O)CC2c1cccc(F)c1F (centres undefined)	1%	-12%	7%	0%	-14%	1%	-4%
CCCCOc1ccc(S(=O)(=O)Nc2ccc(-c3ccc(N4CCCCCC4)nn3)cc2)cc1	·	-6%	·	-5%	0%	1%	1%
Nc1c(C(=O)Nc2ccc(F)cc2)sc2nc(-c3cccs3)cc(C(F)(F)F)c12	?	?	9%	-1%	?	-25%	0%
CC(C)NC(=O)Nc1ccc2c(c1)N(C)C(=O)c1ccccc1S2	-3%	12%	-31%	-8%	-2%	6%	-2%
CCc1ccc(C(=O)c2cn(CC(=O)Nc3ccc4c(c3)OCCO4)c3ccc(CC)cc3c2=O)cc1	0%	-5%	-5%	-2%	3%	3%	1%
COc1ccccc1NC(=O)c1c(C)cc(C)nc1SCC(=O)Nc1ccc(C)cc1	21%	7%	-16%	1%	-8%	2%	-5%
COCCNC(=O)Cn1cc(S(=O)(=O)Cc2ccccc2Cl)c2ccccc21	-4%	2%	-12%	2%	3%	2%	0%
COc1ccc(C)cc1NC(=O)CSc1nc(=O)n(Cc2ccccn2)c2c1CCC2	20%	28%	-6%	0%	-9%	-9%	0%
CC(=O)c1ccc(N2CCN(C(=O)c3cn(C)c(=O)c4c3c3ccccc3n4C)CC2)cc1	-3%	-10%	-23%	5%	-1%	11%	-2%
Cc1cccc2sc(N3CCN(C(=O)CS(=O)(=O)c4ccc(F)cc4)CC3)nc12	-3%	0%	-19%	-8%	2%	-3%	-3%
COc1cc(Cl)c(NS(=O)(=O)c2ccc(-c3coc(C)n3)cc2)c(OC)c1	1%	21%	-2%	2%	-1%	9%	1%
N#Cc1ccccc1NC(=O)CSc1nc(-c2ccccc2)cc(C(F)(F)F)c1C#N	-22%	-22%	7%	-17%	-7%	-15%	1%
Oc1c(C(c2ccccc2)N2CCC(O)CC2)sc2nc(-c3ccco3)nn12 (centres undefined)	0%	4%	21%	0%	-5%	-15%	-3%
Cc1oc2ccc(O)c(CN(C)Cc3ccccc3)c2c1C(=O)Nc1ccccc1	11%	?	-28%	-3%	0%	-4%	8%
COc1ccc(OC)c(CNC(=O)Cc2ccc(NC(=O)N3CCCCc4ccccc43)cc2)c1	2%	-10%	-7%	0%	4%	4%	0%

# In a second layout: entries from further up.
Cc1cccc2sc(N3CCN(C(=O)CS(=O)(=O)c4ccc(F)cc4)CC3)nc12
  NTMT1 inh = -3% | p53null 39C tox = 0% | FH mod = -19% | GALK inhibitor = -8% | TSG101-PTAP inh = 2% | p53null 32C tox = -3% | B2AR arrestin ag = -3%

COc1cc(Cl)c(NS(=O)(=O)c2ccc(-c3coc(C)n3)cc2)c(OC)c1
  NTMT1 inh = 1% | p53null 39C tox = 21% | FH mod = -2% | GALK inhibitor = 2% | TSG101-PTAP inh = -1% | p53null 32C tox = 9% | B2AR arrestin ag = 1%

# Remaining list, next part
Molecule	NTMT1 inh	p53null 39C tox	FH mod	GALK inhibitor	TSG101-PTAP inh	p53null 32C tox	B2AR arrestin ag
COc1ccc2c(c1)c(=O)c(S(=O)(=O)c1ccc(F)cc1)cn2Cc1ccccc1Cl	5%	-2%	-9%	1%	0%	?	1%
CN(C)CCNC(=O)CN1N=C(c2ccccc2)CCC1=O	0%	-9%	-3%	-2%	3%	1%	4%
CCc1c(C)sc2c1CCN(Cc1ccc(F)cc1)C2c1ccccc1 (centres undefined)	-17%	?	11%	-3%	-3%	28%	0%
CCOC(=O)N1CCc2c(sc(NCc3sccc3C)c2C(=O)Nc2cc(Cl)ccc2OC)C1	0%	11%	-9%	-1%	-2%	11%	6%
Cc1cccc(OCc2cc(=O)n3c4c(sc3n2)CCCC4)c1C	13%	-9%	-16%	7%	-1%	-10%	0%
COc1ccccc1N1CCN(C(=O)c2cc3c(=O)n(Cc4ccco4)ccc3nc2C)CC1	·	-8%	·	-2%	1%	5%	1%
COC(=O)CN1C(=O)CSc2ccc(S(=O)(=O)Nc3ccccc3)cc21	·	0%	·	1%	-5%	2%	0%
Cc1ccc(C)c(NC(=O)NCc2ccc3c(c2)CCN3C(=O)c2ccccc2)c1	6%	13%	-5%	3%	1%	-9%	2%
Cc1ccc(Cl)cc1-n1nnc(-c2nsc(NC(=O)c3ccccc3Cl)n2)c1C	15%	-5%	-10%	5%	-4%	38%[activator]	-1%
Cc1nnc(NC(=O)CSCc2cc(=O)c3ccccc3[nH]2)s1	3%	-14%	7%	-1%	-1%	15%	0%
COc1cc(NC(=O)CCc2c(C)nn(-c3ccc(N4CCOCC4)nn3)c2C)cc(OC)c1OC	2%	-25%	-8%	0%	-7%	3%	1%
COc1ccccc1-c1cc(C(F)(F)F)nc(S(=O)(=O)CCCC(=O)Nc2ccc(F)c(Cl)c2)n1	?	7%	-41%	5%	-2%	9%	1%
CCn1c(=O)c2cc(C(=O)N(C)c3cc(Cl)c(OC)cc3OC)sc2c2ccccc21	?	-29%	-27%	8%	1%	0%	-1%
CCOc1ccc(N2CC(c3nc4ccccc4n3CCCOc3ccc(OC)cc3)CC2=O)cc1 (centres undefined)	2%	-5%	?	1%	-1%	10%	0%
Cn1c(C(=O)NCc2ccc(F)cc2)cc2cc(S(=O)(=O)N3CCCCC3)ccc21	5%	-1%	-29%	4%	-1%	-16%	0%
